Screening data (PubChem BioAssay)
yeast mec2-1 = NCI yeast anticancer drug screen, S. cerevisiae mec2-1 strain | % growth inhibition at 50 µM | 79,000 tested, 9% active;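 note: 0% = growth of vehicle-only cultures of the same strain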
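Mutant yeast (mec2-1) grown with compound; growth inhibition relative to vehicle control reported.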
yeast cln2 rad14 = NCI yeast anticancer drug screen, S. cerevisiae cln2 rad14 strain; growth inhibition, % at 50 µM; AID 165; 78,000 tested, 8.3% active;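 note: 0% = growth of vehicle-only cultures of the same strain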
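Readout is yeast growth inhibition versus vehicle-treated controls, using a strain with cln2 and rad14 alterations exposed to compound.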
yeast sgs1 mgt1 = NCI yeast anticancer drug screen, S. cerevisiae sgs1 mgt1 strain; AID 161; 78,000 tested, 10% active; % growth inhibition at 50 µM;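 note: 0% = growth of vehicle-only cultures of the same strain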
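Mutant yeast exposed to compound; growth scored against vehicle-only wells.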
yeast bub3 = NCI yeast anticancer drug screen, S. cerevisiae bub3 mutant strain; 78,000 tested, 9.9% active; growth inhibition, % at 50 µM;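 note: 0% = growth of vehicle-only cultures of the same strain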
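Mutant yeast screening strain plus compound; vehicle-treated cultures serve as the 0% inhibition reference.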
rad50 = NCI yeast anticancer drug screen, S. cerevisiae rad50 strain; % growth inhibition at 50 µM; 79,000 tested, 10% active; AID 155;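 note: 0% = growth of vehicle-only cultures of the same strain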
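Cells are treated with compound, grown, and their growth is then scored against vehicle-only cultures of the same repair-deficient yeast strain.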
mlh1 rad18 = NCI yeast anticancer drug screen, S. cerevisiae mlh1 rad18 strain; 79,000 tested, 11% active; growth inhibition, % at 50 µM;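 note: 0% = growth of vehicle-only cultures of the same strain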
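Inhibition values reflect reduced growth of mutant yeast versus vehicle-treated controls following compound exposure; the mutations affect DNA damage repair.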
Active calls of the source: *; & = joins results of further samples. Cut-off read from the data, not from the text of the source: active = growth inhibition above about 70%; inactive = the rest.

molecule,yeast mec2-1,yeast cln2 rad14,yeast sgs1 mgt1,yeast bub3,rad50,mlh1 rad18
O=C(Nc1ccc(Cl)c(C(F)(F)F)c1)C(=O)C(C(=O)/C=C/c1ccccc1)C1OC(=O)c2ccccc21 (centres undefined),-48,18,-52,-7,-14,8
S=c1c2ccccc2c(=S)n(-c2ccccc2)n1-c1ccccc1,-14,9,-14,-32,-3,12
COc1nc(NC2OCC(O)C(O)C2O)c(I)c(=O)n1C (centres undefined),-2,-8,-2,-3,4,5
COc1cc(O)c(C(C)c2ccccc2)cc1N=O (centres undefined),-12,4,-4,12,-9,-6
C/C(=N\NC(=S)N1CCN(Cc2ccccc2)CC1)c1ccccn1,89*,-15,31,12,90*,82*
NC(=O)CNCc1ccccc1,-4,-52,13,0,0,4
S=c1[nH]nc(COc2cccc3cccnc23)n1-c1ccccc1,3,26,2,13,12,12
CC1=C/C(=C\c2ccc([N+](=O)[O-])o2)C(=O)O1,99*,99*,99*,99*,99*,99*
O=C/C(Br)=C\c1ccccc1,99*,98*,49,48,55,7
C=CC(=O)O,-21&22,10&21,18&-3,30&47,32&10,39&48
CC1(C)OC2COC(c3[nH]nc(C(N)=O)c3C(=O)N=[N+]=[N-])C2O1 (centres undefined),-1,4,-12,8,-11,-10
CC(=O)OCC1OC(c2ccccc2)C/C(=N/O)C1OC(C)=O (centres undefined),98*,97*,98*,88*,91*,98*
CCOC(=O)O/C(C)=C\c1ccccc1Cl,-1,8,-8,-6,0,6
CC(=O)Nc1ccc(C(=O)N2N=C(C)/C(=C/c3cccc([N+](=O)[O-])c3)C2=O)cc1,-18,3,-48,-22,-10,-32
C[CH2][Sn]([CH2]C)([O]C(=O)c1ccc(OC)c(OC)c1OC)[O]C(=O)c1ccc(OC)c(OC)c1OC,28,28,25,19,42,25
CC1(C)OC(=O)CC2(C)OC12 (centres undefined),-52,-16,-11,-6,-8,-19
CC1(O)C(=O)N(Cc2ccccc2)c2ccccc21 (centres undefined),-5,-8,-5,-10,26,4
c1cncc(CNCc2cccnc2)c1,-20,-28,-16,-7,2,-27
CC(C)CCCC(C)C1CCC2C3CC=C4CC(C(=O)O)CCC4C3CCC12C (centres undefined),22,21,14,-4,27,23
COC(=O)C(C)=O,-28,10,-12,6,32,11

A second format for 12 compounds above:
Each structure is followed by: yeast mec2-1 | yeast cln2 rad14 | yeast sgs1 mgt1 | yeast bub3 | rad50 | mlh1 rad18
C/C(=N\NC(=S)N1CCN(Cc2ccccc2)CC1)c1ccccn1
    89* | -15 | 31 | 12 | 90* | 82*
NC(=O)CNCc1ccccc1
    -4 | -52 | 13 | 0 | 0 | 4
S=c1[nH]nc(COc2cccc3cccnc23)n1-c1ccccc1
    3 | 26 | 2 | 13 | 12 | 12
CC1=C/C(=C\c2ccc([N+](=O)[O-])o2)C(=O)O1
    99* | 99* | 99* | 99* | 99* | 99*
O=C/C(Br)=C\c1ccccc1
    99* | 98* | 49 | 48 | 55 | 7
C=CC(=O)O
    -21&22 | 10&21 | 18&-3 | 30&47 | 32&10 | 39&48
CC1(C)OC2COC(c3[nH]nc(C(N)=O)c3C(=O)N=[N+]=[N-])C2O1 (centres undefined)
    -1 | 4 | -12 | 8 | -11 | -10
CC(=O)OCC1OC(c2ccccc2)C/C(=N/O)C1OC(C)=O (centres undefined)
    98* | 97* | 98* | 88* | 91* | 98*
CCOC(=O)O/C(C)=C\c1ccccc1Cl
    -1 | 8 | -8 | -6 | 0 | 6
CC(=O)Nc1ccc(C(=O)N2N=C(C)/C(=C/c3cccc([N+](=O)[O-])c3)C2=O)cc1
    -18 | 3 | -48 | -22 | -10 | -32
C[CH2][Sn]([CH2]C)([O]C(=O)c1ccc(OC)c(OC)c1OC)[O]C(=O)c1ccc(OC)c(OC)c1OC
    28 | 28 | 25 | 19 | 42 | 25
CC1(C)OC(=O)CC2(C)OC12 (centres undefined)
    -52 | -16 | -11 | -6 | -8 | -19

(more compounds)
molecule,yeast mec2-1,yeast cln2 rad14,yeast sgs1 mgt1,yeast bub3,rad50,mlh1 rad18
Cc1cc(S(=O)(=O)Nc2nnc3cnc4ccccc4n23)c(S)cc1Cl,2,52,-12,-19,-15,15
Cc1cc(O)c(/C=N/C(=S)Nc2ccc(S(N)(=O)=O)cc2)c(=O)o1,5,-7,-10,1,-24,-33
O=C(O)c1cc(N=Nc2ccc([N+](=O)[O-])cc2)ccc1O,8&-34,-35&10,12&-14,27&10,27&51,49&18
CC(=O)OCC1OC(n2cc(C#N)c3c(Cl)nc(Cl)nc32)C(OC(C)=O)C1OC(C)=O (centres undefined),14,6,27,9,59,35
NC(CCCCCCC(N)C(=O)c1ccccc1)C(=O)c1ccccc1 (centres undefined),1,-3,16,25,0,12
Oc1ccc2cccc(O)c2c1,-34,20,38,12,-18,4
CCN(CC)OC(=O)/C=C/c1ccccc1,6,20,-10,-3,2,-4
Nc1cccc([N+](=O)[O-])c1,17,19,18,13,27,29
C=C1C(=O)C23C(O)C1CCC2C12CO[C@]3(O)[C@@H](O)C1C(C)(C)CCC2O (some centres undefined),-17,0,-11,-11,-8,0
CC1(SCC(N)C(=O)O)CC(=O)NC1=O (centres undefined),-33,-37,-64,-39,-40,-40
Cc1ccc(NC(=S)SCc2ccc([N+](=O)[O-])cc2)cc1C,15,-9,9,13,16,3
OC(/C=C/c1ccccc1)(Cc1cc(-c2ccccc2)n[nH]1)c1ccccc1 (centres undefined),99*,98*,98*,99*,99*,99*
COc1cc2c(cc1[N+](=O)[O-])C(=O)C(Br)(Br)CCC2,94*,90*,90*,90*,91*,91*
CCOP(=O)(OCC)/C(C#N)=C/c1cccc(Oc2ccccc2)c1,94*,90*,91*,90*,90*,89*
Cc1cc2cc3cc(C)c(N)cc3nc2cc1N,75*,47,85*,78*,82*,82*
CC(=O)NCCCCN(CCCNC(C)=O)C(=O)CNS(=O)(=O)c1cccc2c(N(C)C)cccc12,-17,2,16,18,-11,-9
Cc1cc(C)c(C(=O)C(Br)C(Br)c2ccccc2)c(C)c1 (centres undefined),96*,83*,96*,94*,96*,96*
O=c1[nH]cnc2cccc(Cl)c12,27,-16,19,5,7,8
N#Cc1nc[nH]c1C(N)=O,0,12,-14,11,-2,6
CN(C)c1ccc(NC2COc3ccccc3C2=O)cc1 (centres undefined),4,-17,17,67,-13,-7

Next structures
molecule,yeast mec2-1,yeast cln2 rad14,yeast sgs1 mgt1,yeast bub3,rad50,mlh1 rad18
Nc1ccn(C2CCC(CO)O2)c(=O)n1 (centres undefined),16,-9,-2,4,-23,-7
CC1(C)CCC2(C)CCC3(C)C4CCC56OC(CCC5C4(C)CCC3(C)C2C1)C6(C)C (centres undefined),-4,-5,-4,4,22,3
CCC[CH2][Sn]1([CH2]CCC)[O]N=C(c2ccccc2)C(c2ccccc2)[O]1 (centres undefined),88*,80*,89*,79*,88*,80*
COC(=O)NC(Nc1ccc(C)cc1)(C(F)(F)F)C(F)(F)F,-9,6,-40,-3,12,-5
Cc1noc2c1C(=O)CCC2,-5,11,18,21,-3,7
COc1ccc2c(C#N)cc3c4ccccc4ncc3c2c1,7,19,-10,-4,17,-11
CC1CCSC(N(C(=O)N(C)c2ccccc2)c2ccccc2)=N1 (centres undefined),-11,30,-4,3,-6,-15
CCOC(=O)C(Nc1cc([N+](=O)[O-])ccc1C(=O)OC)(OC)C(=O)OCC,15,1,34,1,13,27
CC(C)C1CCC(/C=C(\C#N)C2CCC([N+](=O)[O-])CC2)CC1 (centres undefined),3,-22,11,7,12,1
c1ccc(C2=NC(c3ccccc3)C(c3ccccc3)N2)cc1 (centres undefined),0,-8,17,20,-14,-9
CC(C)OC(=O)Oc1ccccc1OC(=O)OC(C)C,21,23,2,16,39,-9
N#C/C(=C\c1cccnc1)c1ccc(Br)cc1,36,14,42,43,59,70*
CCCCCCC(=O)OCCN(C)C,-34,13,-14,-12,-25,-9
C=C(C)C=NC(C)CC(C)C (centres undefined),-20,-16,-16,-20,-20,-5
CC1(C)COC(=O)/C1=C/C#N,3,-38,-2,-12,5,12
CC1=C(C(=O)NN)CC/C1=N\N,-19,-11,-12,-9,-25,-11
C=C1CCC[C@@H](C)C(O)[C@@H]2OC(=O)C(=C)[C@@H]2C[C@@H](OC(C)=O)[C@@]2(C)CC[C@@H]1O2 (some centres undefined),2,-2,-4,-36,4,-14
CS(=O)(=O)OC1CCC2CCCC1(C(=O)O)C2 (centres undefined),-7,-30,-1,-5,2,9
OCc1ccc2c(c1)CC1(C2)Cc2cc3c(cc2C1O)CCC3 (centres undefined),42,47,52,33,49,71*
CCCCCCCCCCCCCCCCCCNc1nc(=O)n(C2CC(OP(=O)(O)OCC3OC(n4cc(F)c(=O)[nH]c4=O)CC3O)C(CO)O2)cc1F (centres undefined),89*,86*,88*,68,84*,86*

Whole records, quoted from the list:
Entry for CC1CCSC(N(C(=O)N(C)c2ccccc2)c2ccccc2)=N1 (centres undefined) → yeast mec2-1: -11; yeast cln2 rad14: 30; yeast sgs1 mgt1: -4; yeast bub3: 3; rad50: -6; mlh1 rad18: -15
Entry for Cc1noc2c1C(=O)CCC2 → yeast mec2-1: -5; yeast cln2 rad14: 11; yeast sgs1 mgt1: 18; yeast bub3: 21; rad50: -3; mlh1 rad18: 7

(next part)
molecule,yeast mec2-1,yeast cln2 rad14,yeast sgs1 mgt1,yeast bub3,rad50,mlh1 rad18
O=C(O)c1ccc(-c2c3ccc(=O)cc-3oc3cc(O)ccc23)c(C(=O)O)c1,-24,11,9,24,25,-7
CC(C)(C)NC(=S)N/N=C/c1cc(Cl)cc(Cl)c1O,90*,83*,90*,85*,77*,81*
O=C(Nc1ccccn1)/C(=C\C(=O)c1ccc(Cl)cc1)Nc1ccccc1,-36,6,-14,-5,-33,-23
CC1(C)CCCC2C1=NOC2O (centres undefined),4,-20,-15,5,2,-2
S=C1NC2=C(CSC/C2=C\c2ccc(Cl)cc2)C(c2ccc(Cl)cc2)N1 (centres undefined),84*,95*,96*,95*,93*,91*
CCOC(=O)c1c(C)c(C(=O)OCC)n(C)c1C=O,46,-29,20,9,17,3
O=C(/C=C/c1ccccc1)CCN1CCN(CCC(=O)/C=C/c2ccccc2)CC1,100*,99*,99*,99*,99*,100*
CN(C)CC1C(O)CCCN1CCO (centres undefined),-43,10,-10,-19,-27,-22
COc1ccc(Nc2ccc(OC)cc2C(=O)O)cc1,6,-33,9,-17,-2,-8
Cc1c2ccccc2c(CSC(=N)N)c2ccccc12,100*,100*,100*,99*,100*,100*
CCCC#CC(=O)OCCCC,-3,-21,10,-21,13,-4
O=C1OC2C(O)COC23OC(O)CCC13O (centres undefined),-11,-33,-5,-6,-24,-1
CN1CCN(C2=C(Cl)C3(OCCS3)C(F)(F)C2(F)F)CC1 (centres undefined),34,49,54,40,34,48
Cc1nonc1C,0&-1,11&10,16&-7,10&5,26&4,23&-9
COc1ccc2c(c1)Cc1cc(N=[N+]([O-])c3ccc4c(c3)Cc3cc(OC)ccc3-4)ccc1-2,1,-80,-18,47,9,10
Cc1cc(Cl)cc2c1NC(=O)C2(O)C(C)C(=O)c1ccc(Cl)cc1 (centres undefined),99*,99*,99*,99*,99*,99*
COc1ccc(CCNC(=S)NC(=O)c2ccccc2)cc1OC,-12,-11,25,22,16,9
CC(NC(=O)C(Cc1c[nH]c2ccccc12)NC(=O)OC(C)(C)C)C(=O)NN (centres undefined),9,11,-1,-1,2,10
CC(=O)OC1CC2C3CCc4cc(O)ccc4C3CCC2(C)C1 (centres undefined),-16,7,-8,0,22,3
Cc1ccc(S(=O)(=O)C(CCC(=O)c2ccccc2)(CCC(=O)c2ccccc2)[N+](=O)[O-])cc1,-9,-26,-10,-2,-9,0

Later entries
molecule,yeast mec2-1,yeast cln2 rad14,yeast sgs1 mgt1,yeast bub3,rad50,mlh1 rad18
NC(=O)N/N=C1/CCCC/C1=C\c1ccccc1,5,-16,-9,0,8,-1
O=S1(=O)CCCC(O)c2ccccc21 (centres undefined),7,6,5,-3,27,2
FC(F)(F)c1nc2ccccc2[nH]1,-1,15,10,-2,17,13
CC(=O)[C@H]1C[C@@H](CC(=O)O)C1(C)C,-12,-6,-11,-3,-1,-3
CCCCc1ccc(Nc2nc(SC)c3[nH]cnc3n2)cc1,-18,16,29,30,1,-38
Nc1ccc(C(=O)O)c(O)c1,-2&-7,2&-41,-15&-4,-2&0,15&-9,25&-8
NC(=S)N/N=C1/C(=O)N(c2ccccc2)C(=O)C1C(=O)Nc1ccccc1 (centres undefined),17,1,38,0,46,39
S=C(S)OCCNCCOC(=S)S,17,18,11,-8,-10,-4
Cc1cc(C(N)=O)c(C#N)c(Cl)n1,-7,2,4,5,4,1
CC1=CCCC(C)(C)C1/C=C/C(C)=N/NC(=O)Nc1ccccc1 (centres undefined),-6,-9,0,9,32,16
CCOC(=O)c1ccc(NC(=O)Nc2ccc(SC)cc2)cc1,-7,6,1,8,8,-9
Cc1cccc2c1C1c3c(C)cccc3C(O)CC1CC2O (centres undefined),23,30,42,34,36,40
CC(=O)OCC1CCC(=C2C(=O)OC(C)(C)OC2=O)N1 (centres undefined),-67,-4,-3,23,-24,-3

The order is random, and some 14% of all compounds hit somewhere here.
